# Assay outcomes from PubChem.
# PL biosyn Enam: phospholipid synthesis inhibitors, CHO cells, primary screen, ZR-82 cells, Enamine library, screen 3; ZR-82 CHO cells, pyrene fatty acid UV survival, CellTiter Blue; peroxisome-deficient CHO-K1 mutant line; plus DGAT-1, DGAT-2 and ACAT inhibitors; calls only at 10 µM; 20,000 tested, 0.4% active; AID 1347385, 2020;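 active = cell survival signal 2 SD away from solvent-only control wells, confirmed on one or two retests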;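 also: 3 h compound exposure then viability read about one day after UV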
# Calls only; i = inactive.
SMILES,PL biosyn Enam
CCOC(=O)/C=C1\SCC(=O)N1CC(=O)c1[nH]c(C)c(C(=O)OC)c1C,i
CN(C)/N=C/c1cn(-c2ccccc2)nc1-c1cc2ccccc2o1,i
Clc1ccc(C2=NN3C(C2)c2ccccc2OC3c2cccc(Cl)c2)cc1 (stereo not given),i
Clc1cc(Cl)c(N=Cc2ccncc2)cc1Cl,i
CCc1nnc(NC(=O)CN2C(=O)NC3(CCCC3)C2=O)s1,i
O=[N+]([O-])c1ccc(/C=N/NC(=S)Nc2ccc(Cl)cc2Cl)o1,i
CCc1cc2c(SCc3nc(-c4cccs4)no3)ncnc2s1,i
S=c1[nH]nc(-c2ccc(Cl)cc2)n1/N=C/c1cccc2ccccc12,i
COc1ccc2nc(/C=C/c3ccc4c(c3)OCO4)cc(Cl)c2c1,i
CC(C)(C)c1nc2ccc([N+](=O)[O-])cc2[nH]1,i
O=C(NCc1ccco1)c1cc2c(s1)CCCC2,i
COC(=O)c1sc2nc(C)nc(SCC(=O)c3ccc(Br)s3)c2c1C,i
CC12CCC(C(=O)N(c3nccs3)C1=O)C2(C)C (stereo not given),i
O=C(CN1CCCCCC1=O)NNC(=O)CN1C(=O)CNC1=O,i
O=[N+]([O-])c1cc2c(c(CSc3ccc(Cl)cc3)c1)OCOC2,i
O=c1ccc(S(=O)(=O)N2CCCC2)cn1Cc1nnc(-c2cccs2)o1,i
CCN(C1CCS(=O)(=O)C1)S(=O)(=O)c1ccc(Br)cc1 (stereo not given),i
CCOC(=O)c1sc(N=NC2=C(O)CC(C)(C)CC2=O)c(C(=O)OCC)c1C,i
Oc1nc(-c2cccc(C(F)(F)F)c2)n2ccncc12,i
Fc1ccc(-c2nnc(Oc3cccc(Oc4ccccc4)c3)c3ccccc23)cc1,i
Oc1c(Br)cc(/C=N/N=C(c2ccccc2)c2ccccc2)cc1Br,i
CNC(=O)OCC(F)(F)F,i
O=C1CCCC/C1=C/Nc1ccc(Br)cn1,i
CC1(C)C2CCC1(CS(=O)(=O)N1CCCC1)C(=O)C2 (stereo not given),i

# The final six records of the part above lead into the next:
SMILES,PL biosyn Enam
Oc1nc(-c2cccc(C(F)(F)F)c2)n2ccncc12,i
Fc1ccc(-c2nnc(Oc3cccc(Oc4ccccc4)c3)c3ccccc23)cc1,i
Oc1c(Br)cc(/C=N/N=C(c2ccccc2)c2ccccc2)cc1Br,i
CNC(=O)OCC(F)(F)F,i
O=C1CCCC/C1=C/Nc1ccc(Br)cn1,i
CC1(C)C2CCC1(CS(=O)(=O)N1CCCC1)C(=O)C2 (stereo not given),i
Cc1nnc2c3c4c(sc3ncn12)CC(C)CC4 (stereo not given),i
Cc1ccc(S(=O)(=O)N=c2sc(C(C)(C)C)c(C)n2C)cc1,i
Cc1cc2n[nH]c(=S)n2c2ccccc12,i
Cc1occc1-c1nnc(SCc2nc3ccccc3o2)o1,i
CCOc1ccc(S(=O)(=O)N=Nc2c(O)[nH]c3c(Br)cc(F)cc23)cc1,i
COc1cc(-c2[nH]c3ccccc3c2-c2nc3ccccc3[nH]2)cc(OC)c1OC,i
S=C(NCC1CCCO1)N1CCc2ccccc21 (stereo not given),i
COC(=O)c1c(NC(=O)c2ccco2)sc2c1CCC2,i
c1ccc2c(c1)ccn1c3ccccc3cc21,i
Cc1cccc2c(N=Nc3nncc4ccccc34)c(O)[nH]c12,i
CC(C)(C)c1ccc2c(c1)OC(NC(=O)Nc1ccc(I)cn1)(C(Cl)(Cl)Cl)O2 (stereo not given),i
CCCN1C/C(=C/c2ccsc2)C(=O)/C(=C/c2ccsc2)C1,i
O=c1[nH]c(CN2CCN(c3ncnc4sc5c(c34)CCCCC5)CC2)nc2sc3c(c12)CCCC3,i
CCSc1ncnc2sc3c(c12)CCC3,i
O=S(=O)(Oc1cccc2cccnc12)c1ccc2ccccc2c1,i
FC(F)Sc1ccc(NC(=S)NC2CCC(NC(=S)Nc3ccc(SC(F)F)cc3)CC2)cc1 (stereo not given),i
c1cncc(-c2noc(-c3ccco3)n2)c1,i
Cc1cc(C(=O)CN2C(=O)NC3(CCCCCC3)C2=O)c(C)n1CC1CCCO1 (stereo not given),i
Cc1cc(-n2c(C)cc(C(=O)Cn3cnc4sc5c(c4c3=O)CCC5)c2C)no1,i
CN(S(=O)(=O)c1ccc(F)cc1)S(=O)(=O)c1ccc(Br)cc1,i
CC1CN(C(=S)NC2CC3CCC2C3)C(=Nc2ccc(Cl)cc2)S1 (stereo not given),i
O=c1cc(CN2CCc3sccc3C2c2cccs2)nc2ccc(Br)cn12 (stereo not given),i
CC1CCCC(C)N1Cn1ncn(C)c1=S (stereo not given),i
Cc1cc(C)cc(NC(=S)NC(C)(C)CO)c1,i
Fc1ccccc1CSc1nnc(-c2ccccc2)c2ccccc12,i
c1ccc(-n2nc(SCc3nc4ccccc4s3)nc2C2CC2)cc1,i
Cc1noc(C)c1COc1ccc2ccc(=O)oc2c1,i
Cc1cc(-c2ccccc2)[n+]2cc(S(=O)(=O)[O-])sc2n1,i
Cc1nc2sc3c(c2c2nncn12)CCC3,i
Cc1cc(C)c(C)c(S(=O)(=O)N(C)C2CCS(=O)(=O)C2)c1C (stereo not given),i
Cc1csc(CC(=O)O)n1,i
FC(F)Sc1ccc(NC(=S)NC2CCCCCC2)cc1,i
O=S(=O)(c1cccc(Cl)c1)N1CCSc2ccccc21,i
CCn1c2ccccc2c2cc(P(=Nc3ccc(F)cc3)(N3CCCC3)C(C)(C)C)ccc21 (stereo not given),i
Oc1ccc2ccccc2c1/C=N/N=C(c1ccccc1)c1ccccc1,i
c1ccc(-c2nnc3sc(CC(c4ccccc4)c4ccccc4)nn23)cc1,i
OCCCNc1ncnc2sc3c(c12)CCCC3,i
Cn1c(=O)c2c(ncn2CC(=O)c2ccc[nH]2)n(C)c1=O,i
c1csc(-c2nc(CSc3nnc(C4CC4)n3C3CC3)co2)c1,i
Cc1cccn2c(=O)cc(CSc3nnnn3C3CC3)nc12,i

# In the list so far, these have fluorine.
SMILES,PL biosyn Enam
Oc1nc(-c2cccc(C(F)(F)F)c2)n2ccncc12,i
Fc1ccc(-c2nnc(Oc3cccc(Oc4ccccc4)c3)c3ccccc23)cc1,i
CNC(=O)OCC(F)(F)F,i
CCOc1ccc(S(=O)(=O)N=Nc2c(O)[nH]c3c(Br)cc(F)cc23)cc1,i
FC(F)Sc1ccc(NC(=S)NC2CCC(NC(=S)Nc3ccc(SC(F)F)cc3)CC2)cc1 (stereo not given),i
CN(S(=O)(=O)c1ccc(F)cc1)S(=O)(=O)c1ccc(Br)cc1,i
Fc1ccccc1CSc1nnc(-c2ccccc2)c2ccccc12,i
FC(F)Sc1ccc(NC(=S)NC2CCCCCC2)cc1,i
CCn1c2ccccc2c2cc(P(=Nc3ccc(F)cc3)(N3CCCC3)C(C)(C)C)ccc21 (stereo not given),i

# The results go on.
SMILES,PL biosyn Enam
COc1ccccc1-n1c(N)c(S(=O)(=O)c2ccc(F)cc2)c2nc3ccccc3nc21,i
O=S1(=O)CCN2C=C(Cc3ccc(Cl)cc3)SC2=N1,i
Cc1ccc(P(=Nc2ccc([N+](=O)[O-])cc2Br)(Oc2cccc3cccnc23)C(C)(C)C)o1 (stereo not given),i
C=CCNS(=O)(=O)c1ccc(Cl)c(C(F)(F)F)c1,i
Brc1ccc2nc(CSc3nnc4c(n3)[nH]c3ccccc34)cn2c1,i
CCc1nc(-n2nc(C)cc2N)c2c3c(sc2n1)CCC3,i
O=S(=O)(NN1CCOCC1)c1ccc(Br)s1,i
O=c1[nH]c(-c2cccs2)nc2sc3c(c12)CCC3,i
FC(F)(F)c1ccc(Cl)c(NC(=S)N/N=C2/CCSC2)c1,i
S=c1[nH]nc(-c2sc3ccccc3c2Cl)n1CCN1CCOCC1,i
Cc1sc2ncnc(Sc3nccn3C)c2c1C,i
CCOC(=O)c1c(C)oc2nc(Cn3cc(S(=O)(=O)N4CCCC4)ccc3=O)nc(N)c12,i
CC(C)(C)NC(=O)CCC1CCCCC1,i
CCC(=O)CC1OC(=O)c2c1ccc(OC)c2OC (stereo not given),i
O=C(Cc1cn2ccsc2n1)NC1CCSc2ccc(F)cc21 (stereo not given),i
O=c1[nH]c(-c2ccc(Cl)cc2)cs1,i
CCOP(=O)(OCC)C(C)(C)NC(=S)Nc1ccccc1,i
O=[N+]([O-])c1cc(C(F)(F)F)ccc1N1CCCC(c2nnc3ccc(C(F)(F)F)cn23)C1 (stereo not given),i
Cc1cc(C)n2c(SCCSc3ccc(Cl)cc3)nnc2n1,i
CCOC(=O)C1=C(COC(=O)CCc2ccsc2)NC(=O)NC1C (stereo not given),i
Cc1cc(C)c(C)c(S(=O)(=O)N2CC(C)OC(C)C2)c1C (stereo not given),i
Cn1nc(C(=O)N2CCN(Cc3ccc(Br)s3)CC2)ccc1=O,i
S=c1n(/N=C/c2ccccc2Cl)cnn1Cc1ccccc1Cl,i
Cn1nnnc1SCC(=O)NC(=O)NC(C)(C)C,i

# The list continues.
SMILES | PL biosyn Enam
S=c1sc2ccc(Cl)cc2n1CN1CCN(c2ccccn2)CC1 | i
CCC(=O)N(c1nnc(SCC(=O)NN2C(=O)NC3(CCC(C)CC3)C2=O)s1)C1CC1 (stereo not given) | i
O=C(CSc1ncnc2sc3c(c12)CCC3)NC12CC3CC(CC(C3)C1)C2 | i
NS(=O)(=O)c1cccc(Cl)c1 | i
CN=c1scc(-c2cc(OC)ccc2OC)n1/N=C(\C)c1ccc2c(c1)OCO2 | i
O=S(=O)(c1cccs1)N1CCCC(C(F)(F)F)C1 (stereo not given) | i
O=C1OCC(CO)(CO)N=C1NNc1ccc(Cl)cc1[N+](=O)[O-] | i
O=C1C=CC(=O)N1c1ccc(Cl)c([N+](=O)[O-])c1 | i
O=C(CSc1nnc(-c2ccco2)n1C1CCCCC1)NN1C(=O)NC2(CCCCC2)C1=O | i
COc1ccc(/C=C2\CCCC3C2=NNC3c2ccc(OC)cc2)cc1 (stereo not given) | i
CNC(=O)c1cc2c(=O)n3cccc(C)c3nc2n(CCCn2ccnc2)c1=N | i
O=C1N=c2ccccc2=C1c1sc(=S)n(Cc2ccco2)c1O | i
C(=N\Nc1nc2ccccc2o1)/C(c1ccccc1)c1ccccc1 | i
CC(Sc1nnnn1C)c1nc2scc(-c3cccs3)c2c(=O)[nH]1 (stereo not given) | i
O=C(OCc1cc(=O)oc2ccc3ccccc3c12)C1=CN2CCS(=O)(=O)N=C2C=C1 | i
COC(=O)C12CC3CC(CC(C3)C1)C2 | i
O=C(OCn1nnc2ccccc2c1=O)c1oc2ccccc2c1CSC1CCCCC1 | i
CC(C)c1ccc(C2=NN3CCS(=O)(=O)N=C3S2)cc1 | i
O=C(c1ccco1)N1N=C(c2cccs2)CC1c1ccco1 (stereo not given) | i
CC1(C)CC2CC(C)(CN2C(=O)COC(=O)C23CC4CC(CC(Br)(C4)C2)C3)C1 (stereo not given) | i
NC1=NC(c2cc(Cl)cc(Cl)c2O)n2c(nc3ccccc32)N1 (stereo not given) | i
C=CCn1c(-c2ccc(Cl)s2)csc1=Nc1ccccc1 | i
O=S(=O)(c1ccc(Cl)s1)N1CCCCC1c1nc2ccccc2s1 (stereo not given) | i
O=[N+]([O-])c1ccc2[nH]c(O)c(N=NC3CS(=O)(=O)CC3O)c2c1 (stereo not given) | i
O=c1cc(COc2cc(Cl)c(Cl)cc2Cl)nc2ccc(Br)cn12 | i
CCN1C(=Cc2cc[n+](-c3ccc4c(c3)nc(C)n4-c3ccccc3)cc2)Sc2ccccc21 | i
CCN(CC)S(=O)(=O)c1c(C)n[nH]c1C | i
CC1CCCC(C)N1C(=O)Cn1cnc2c1c(=O)n(C)c(=O)n2C (stereo not given) | i
NC1=NC(=Nc2ccc(Cl)cc2)c2ccccc21 | i
S=c1[nH]nc(-c2ccccc2)n1Cc1ccc2c(c1)OCO2 | i
S=c1[nH]nc(-c2ccc(Cl)cc2)n1/N=C/c1ccc(Cl)c(Cl)c1 | i
C/C(=N\Nc1nc2ccccc2s1)c1ccc(Br)s1 | i
Fc1ccc(-c2nnc(CO/N=C/c3ccc(Cl)c(Cl)c3)o2)cc1 | i
S=C(Nc1ccccc1)Nc1ccc2c(c1)oc1ccccc12 | i
C[N+]1(CC(=O)c2ccc3c(c2)NC(=O)CO3)CCOCC1 | i
NC(=S)N1CCCC1 | i
N=C(N)N=Nc1c(O)[nH]c2ccccc12 | i
C/C(=N\Nc1ncnc2sc(C)c(C)c12)c1ccccn1 | i
O=[N+]([O-])c1ccccc1S(=O)(=O)NC1CCS(=O)(=O)C1 (stereo not given) | i
CN(C)S(=O)(=O)c1ccc2nnn(OCn3nnc4ccccc4c3=O)c2c1 | i
NC(=S)N1N=C(c2ccc(Cl)cc2)CC1c1ccco1 (stereo not given) | i
Cc1sc2ncnc(N3CCCC(CO)C3)c2c1C (stereo not given) | i
COC(=O)C1C(=O)/C(=C(/C)N2CCCC2)C(=O)CC1(C)C (stereo not given) | i
CC(C)(C)NS1=NC(C(Cl)(Cl)Cl)=NC(c2ccccc2)=N1 (stereo not given) | i
CCN(C(=O)COc1ncnc2sc3c(c12)CCC3)C1CCS(=O)(=O)C1 (stereo not given) | i
O=S(=O)(c1ccc2c(c1)OCCO2)N1CCCCCC1 | i
O=S(=O)(CCSc1ccc(Cl)cc1)Oc1ccccc1 | i
C=CCN(Cc1ccc(Cl)s1)C(=O)COC(=O)C1=COCCO1 | i
CCN(CC)c1ncnc2sc(C)c(C)c12 | i
O=C(/C(=N/Nc1ncnc2sc3c(c12)CCCC3)c1ccco1)c1ccco1 | i
O=S(=O)(Nc1cc(Cl)cc(Cl)c1)c1cc(Cl)ccc1Cl | i
Cc1c(C(=S)N=P(N2CCCCCC2)(N2CCCCCC2)C(C)(C)C)c2ccccn2c1C(=S)N=P(N1CCCCCC1)(N1CCCCCC1)C(C)(C)C | i

# These rows are one share of the data; the hit share may differ from the screen's.
